# Compound activity: PubChem BioAssay, several laboratories
# MRP-1 activ – activators of MRP-1; AID 799; H69AR cells + doxorubicin, viability rescue, CellTiter-Glo; viability increase, % at 10 µM; 140,000 tested, 0.61% active;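 active means viability gain under doxorubicin at or above a set limit, the compound median plus 3 SD, cut at about 4.7% in these data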;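 further: MRP-1 overexpressing cells given doxorubicin 25 µM after compound pretreatment; 18-22 h compound pretreatment then 72 h with doxorubicin before readout; 0% = doxorubicin-only wells and 100% = vehicle-treated cells without doxorubicin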
# Yeast life ext – yeast lifespan extension; S. cerevisiae growth with nicotinamide, OD615; deaD strain in restrictive glucose medium; 130,000 tested, 0.68% active; inhibition of the nicotinamide effect, % at 10 µM; AID 775;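 active means inhibition above a set limit, placed 3 SD over the median of all compounds, cut at about 26% in these data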;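 further: 0% = nicotinamide-treated wells and 100% = cells grown without nicotinamide; some compounds called inactive have numbers as strong as hits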
#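 Assay system: engineered S. cerevisiae DeaD replicative-lifespan strain, galactose-grown log-phase cells; Buffer or medium: CSMM-D glucose medium, restrictive; Probe or stimulus: nicotinamide 1.5 mM; Compound: single dose 10 µM compound, 0.25% DMSO; Schedule: 4 h preincubation then 48 h treatment at 30 °C; Technique: OD615 measurement.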
# Phagocytosis inh – macrophage phagocytosis inhibition; J774A.1 macrophage IgG-bead phagocytosis, imaging; inhibition, % at 5 µM; 110,000 tested, 0.07% active; AID 1029;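 active means inhibition above the mean of the plate negative controls plus 5 SD, cut at about 13% in these data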;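 further: phagocytic index as fraction of beads internalized from green versus red external bead signal; plate controls were DMSO negative control for no effect and cytochalasin-D positive control for full effect; some results beyond the cut were filed as inactive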
# NPY Y2 blocker – NPY-Y2 (human) receptor antagonism; NPY-Y2 expressing cells, antagonist mode; 140,000 tested, 0.99% active; P49146; inhibition, % at 2.7 µM; in the data active means inhibition above about 17%;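 further: 0% = vehicle with agonist challenge and 100% = reference antagonist with challenge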
# Target sequence (P49146 whole entry, looked up): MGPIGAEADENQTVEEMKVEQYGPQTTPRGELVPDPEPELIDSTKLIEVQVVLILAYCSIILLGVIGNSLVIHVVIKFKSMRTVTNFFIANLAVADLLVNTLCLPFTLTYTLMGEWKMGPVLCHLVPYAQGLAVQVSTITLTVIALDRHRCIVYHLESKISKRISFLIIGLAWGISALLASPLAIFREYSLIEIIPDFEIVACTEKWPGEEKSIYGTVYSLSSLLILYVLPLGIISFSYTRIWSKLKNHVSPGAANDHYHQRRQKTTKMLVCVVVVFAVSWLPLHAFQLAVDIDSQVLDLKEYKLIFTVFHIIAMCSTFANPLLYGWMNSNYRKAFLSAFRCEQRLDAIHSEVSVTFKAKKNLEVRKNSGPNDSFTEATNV
# GALR2 blocker – GALR2 (human) receptor antagonism; O43603; GALR2-expressing cells, antagonist mode; inhibition, % at 4 µM; 140,000 tested, 0.39% active; in the data active means inhibition above about 27%;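 further: cells stimulated with galanin 1-16 at roughly its EC80; 0% = agonist challenge control and 100% = basal control without agonist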
# Target sequence (O43603 whole entry, looked up): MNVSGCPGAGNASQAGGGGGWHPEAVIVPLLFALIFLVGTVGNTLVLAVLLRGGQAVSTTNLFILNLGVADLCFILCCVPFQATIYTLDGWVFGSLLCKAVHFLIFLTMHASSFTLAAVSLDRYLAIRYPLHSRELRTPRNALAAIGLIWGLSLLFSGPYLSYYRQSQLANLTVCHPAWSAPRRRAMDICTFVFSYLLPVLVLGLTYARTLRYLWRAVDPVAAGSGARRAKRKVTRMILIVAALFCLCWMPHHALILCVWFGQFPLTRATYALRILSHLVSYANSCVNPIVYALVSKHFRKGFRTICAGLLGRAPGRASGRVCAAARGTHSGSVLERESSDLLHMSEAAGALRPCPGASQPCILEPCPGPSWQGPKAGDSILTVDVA
# E-sel TNF inh – blocks E-selectin expression induced by TNF alpha. HUVEC TNFa-induced E-selectin immunofluorescence, high content. inhibition, % at 2 µM. 120,000 tested, 0.71% active;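 active means inhibition above the batch mean plus 3 SD, and confirmed as a hit on visual image review, cut at about 43% in these data; inconclusive means passes the inhibition cutoff but fails visual image review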;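 further: 0% = TNF-stimulated DMSO wells and 100% = unstimulated control wells; not every result past the cut was called active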
# bCat KO growth – beta-catenin-lacking colon tumor cell growth suppression | HCT116 beta-catenin knockout viability, CellTiter-Glo, 60 h; stronger effect = lower value | 140,000 tested, 1.5% active | viability, % at 10 µM;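 active means viability at or under a set limit, the compound median less 4 SD, cut at about 6% in these data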;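 further: 0% = Hyamine 1622 control at 20 µM and 100% = untreated cell control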
# HCT116 PTEN-null – growth suppressors of cells with PTEN tumor suppressor deletion. HCT116 PTEN-null viability, CellTiter-Glo, 60 h; stronger effect = lower value. viability, % at 10 µM. 140,000 tested, 1.2% active. AID 827;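 active means viability at or below a set limit, 4 SD under the median of all tested compounds, cut at about 3.7% in these data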;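 further: PTEN knockout HCT116 line with beta catenin targeted HCT116 as companion control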
# Measles CPE – protection of cells from measles virus; Measles virus-infected cells, CPE protection, absorbance; 140,000 tested, 1.5% active; protection (pct of control), % at 4 µM; in the data active means protection mostly above about 24%, no sharp cut-off; inactive means mostly below about 26%; further: some compounds called inactive have numbers as strong as hits
# BB579 growth dn – chemicals that inhibit yeast BB579 growth in restrictive medium (lifespan-shortening candidates); S. cerevisiae BB579 growth, OD615, 48 h; inhibition, % at 10 µM; 140,000 tested, 0.51% active;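 active means inhibition above a set limit, 3 SD over the mean compound inhibition, cut at about 44% in these data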; further: inactives centre near -24
#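 System: DeaD yeast strain BB579; buffer or medium: CSMM-D dextrose restrictive medium; technique: OD at 615 nm; schedule: 4 h cell preincubation, 48 h compound exposure, 30 °C humidified; doses: single 10 µM dose; controls: amphotericin B 10 µg/mL, positive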
# Numbers without * were called inactive; ? = inconclusive; · = no result given.
SMILES,MRP-1 activ,Yeast life ext,Phagocytosis inh,NPY Y2 blocker,GALR2 blocker,E-sel TNF inh,bCat KO growth,HCT116 PTEN-null,Measles CPE,BB579 growth dn
O=C1[C@@H]2[C@@H]3C[C@@H]([C@H]4ON=C(c5ccc(OCc6ccccc6)cc5)[C@@H]34)[C@@H]2C(=O)N1c1ccc2c(c1)OCO2,0.8,-1,2,0,14,·,83,86,6,-10
NC(=O)NC(=O)COC(=O)c1ccc(Cl)c(S(=O)(=O)N(Cc2ccccc2)c2ccc(Cl)cc2)c1,-0.9,-1,-6,1,-8,·,92,82,10,-44
CCCc1[nH]nc2c1C(c1ccc(OCCN3CCOCC3)c(OC)c1)C(C#N)=C(N)O2 (stereo unspecified),-0.7,-2,0,1,9,-29,100,95,10,-44
COc1ccc(CNS(=O)(=O)c2ccc(OC)cc2)cc1,-1.5,-8,-5,6,-9,8,104,101,14,-11
c1ccc(Oc2nc(N3CCOCC3)nc(N3CCOCC3)n2)cc1,-1.1,-7,0,0,-4,·,98,96,27,-22
CCNC(=S)Nc1cc(C)ccn1,-1.8,0,-5,3,-4,11,102,95,7,-20
CC(C)(C)/C(O)=C/c1nc2ccccc2[nH]c1=O,1.2,-1,-6,0,5,·,94,100,9,-8
CN1CCN(NC(=O)c2ccccc2F)CC1,1.1,2,·,-1,4,24,108,105,13,-62
COc1ccc(NC(=S)NCc2cccs2)c(OC)c1,-2.8,-3,1,2,4,-5,96,93,6,-23
CCc1cn(S(=O)(=O)c2ccccc2OC)nc1N,-0.8,-16,-1,3,9,-38,78,87,33,-33
CCOC(=O)c1ccc(N=c2sc(C(=O)OC)cc(=O)n2CCCN2CCOCC2)cc1,-1.9,-9,0,6,6,·,6.0*,8,5,-51
CCOc1ccc(NC(=O)Cn2c(=O)oc3ccccc32)cc1,-0.4,-18,·,2,-19,-4,96,95,36,-30
Cc1ccn2c(C(=O)CSc3ccc(Cl)cc3)c(C)nc2c1,-0.2,-15,0,4,13,-13,89,87,7,25
Cc1ccc(Cn2c(SC3CCOC3=O)nc3ccccc3c2=O)cc1 (stereo unspecified),1.5,-1,·,5,-1,0,86,97,8,-24
O=C(COC(=O)c1ccc([N+](=O)[O-])o1)c1ccccc1,-0.6,4,-2,1,-6,4,83,89,10,-17
COc1cccc(N2C(=O)c3ccncc3C2=O)c1,-0.8,4,-3,-2,4,·,91,105,4,-84
COc1ccc(CCNC(=O)Cn2cnc3c(nnn3Cc3ccc(C)cc3)c2=O)cc1OC,1.4,·,·,2,0,-29,99,97,15,-24
N#Cc1cc(-c2ccccc2)nnc1Oc1ccccc1Cl,0.4,-19,1,-1,0,-51,98,96,8,-14
CC(=O)c1cccc(NC(=O)c2csc(-n3nc(C)cc3C(F)(F)F)n2)c1,-3.5,-16,·,1,-6,-3,92,97,8,-12
Nc1nc(NC(=O)CCCC(=O)O)nn1-c1ccccc1,0.4,-6,0,0,-1,·,87,95,6,-73
CCOc1ccc(S(=O)(=O)NCc2ccncc2)cc1,-0.8,-7,0,-1,34*,8,12,17,19,-51
Cc1ccc2c(c1)c(C)cc(=O)n2CCC(=O)O,-0.6,-9,-1,0,-14,·,99,93,21,-3
CC(/C=C1\SC(=S)N(NC(=O)c2ccc(C)cc2)C1=O)=C\c1ccccc1,0.3,-15,·,19*,-14,-13,103,101,4,-15
Cc1cc(OC(=O)c2ccccc2Cl)cc(=O)n1C,-1.6,5,·,2,5,-37,98,95,20,13
CCNC(=O)COC(=O)C1C(C(=O)OCC)=C(C)NC(C)=C1C(=O)OCC,0.5,-11,-1,2,23,-14,100,106,2,-20
CCCC(=O)N1CCc2[nH]c3ccccc3c2C1,-1.8,-8,-4,-1,17,11,98,103,1,10
CCCN(CCC)CCCNC(=O)C1c2cc(OC)c(OC)cc2C(=O)N(C)C1c1cccs1 (stereo unspecified),-2.7,-3,4,2,8,21,92,102,5,-30
O=C(Nc1ccc(Cl)cc1)c1cccc(N2C(=O)C3C4CCC(C4)C3C2=O)c1 (stereo unspecified),-2.7,1,-2,0,8,-23,70,66,6,-63
CCCNC(=O)c1ccc2c(c1)C1C3CCC(C3)C1C(c1ccccc1)N2 (stereo unspecified),-1.7,20,1,2,6,-22,80,76,4,-95
CCOc1ccc(-c2nc(C#N)c(N3CCCCCC3)o2)cc1,5.7*,-9,-1,2,-2,·,80,93,1,-38
O=[N+]([O-])c1cccc(C2=NC(c3ccccc3)CO2)c1 (stereo unspecified),-0.4,0,·,-1,-5,-10,98,97,5,-37
CCOc1cc(C(=O)NCCCn2ccnc2)cc(OCC)c1OCC,-2.2,2,·,2,8,88*,90,92,7,11
CCOCC(=O)Nc1nnc(COc2ccc(Cl)cc2)s1,4.4,-7,3,6,-4,-9,92,98,3,-40
CCCCn1c(=O)[nH]c(=O)c2c1nc(-c1ccsc1)n2Cc1ccccc1,-3.8,-9,·,3,-18,-5,73,69,5,0
Cc1onc(-c2ccccc2)c1C(=O)N/N=C/C(Br)=C/c1ccccc1,-4.9,2,-2,1,3,27,3.6*,2.9*,31,-27
CCOC(=O)C/C(C)=N/NC(=O)COc1ccccc1C,-1.8,-2,-3,4,-22,·,95,96,6,-29
COc1cc(-c2nnn(CC(=O)N3CCOCC3)n2)cc(OC)c1OC,-0.2,-6,-3,3,5,0,107,110,2,-27
O=C(CN(Cc1ccccc1Cl)C(=O)c1ccc(CN2CCOCC2)o1)NCC1CCCO1 (stereo unspecified),-0.5,-11,·,-3,-6,-7,89,103,21,-28
COCCNC(=O)/C(C#N)=C/c1ccc(-c2ccc(S(=O)(=O)N3CCOCC3)cc2)o1,-3.7,11,-5,1,3,5,91,88,11,-6
CC(SCc1ccccc1)C(=O)N/N=C/c1ccc(OCC(=O)NCc2ccco2)cc1 (stereo unspecified),-1.2,1,·,4,-3,-6,78,78,29,-24
CCCC1=C(C(=O)OCC)C(c2ccc(OC)c(CSc3ccccn3)c2)C(C#N)=C(N)O1 (stereo unspecified),-3.1,0,-9,11,-12,·,89,89,22,-38
N#C/C(=C\c1ccc(N2CCCCC2)c([N+](=O)[O-])c1)c1nn(-c2ccccc2)c(N)c1C#N,-3.7,0,-6,-4,6,-28,93,62,7,-11
COc1ccc(-c2cnnn2-c2ccc(NC(=O)c3ccco3)cc2)cc1OC,-3.5,-14,0,1,7,-27,85,83,21,-18
COc1cc(C(=O)Nc2cc(Cl)ccc2C)c(-n2cnnn2)cc1OC,-1.0,-7,0,2,-2,-31,103,100,25,-36
COc1ccc(S(=O)(=O)N(CC(=O)N2CCN(c3ccccc3)CC2)c2ccccc2)cc1,-0.1,-2,0,-1,-3,3,85,93,42*,-18
COc1ccc(C2C=C(c3ccc(C)c(C)c3)Nc3ncnn32)c(OC)c1OC (stereo unspecified),-3.6,1,0,-1,19,·,40,39,7,-28
Cc1c(C(=O)NCc2ccc3c(c2)OCO3)oc2ccccc12,-1.7,·,·,15,-7,24,89,92,10,0
CCCCNC(=O)c1onc(CSc2ccc(C)c(C)c2)c1C(=O)O,-0.6,2,1,13,9,-25,98,99,7,-28
Cc1cc(C)c(N(C(=O)CN2C(=O)c3ccccc3S2(=O)=O)C(C(=O)NCC2CCCO2)c2ccc(F)cc2)c(C)c1 (stereo unspecified),-1.3,-2,0,-3,8,·,101,98,29,-19
CCCN(CCC)C(=O)Cn1ccc(=N)c2ccccc21,-0.1,0,-1,0,-5,-24,101,109,6,-3
CCc1ccc(-c2c(C)sc(NC(C)=O)c2C(N)=O)cc1,-6.4,-20,-1,5,6,3,60,64,3,-4
Cc1cc(OCCN2CCCC2)cc(C(C)C)c1,-2.8,12,-6,5,6,-4,91,92,11,-11
CC(C)CNC(=S)Nc1ccc(F)cc1,-2.3,1,-3,-1,-7,·,101,99,20,14
Cc1sc(NC(=O)c2ccco2)c(CN2CCN(c3ccccn3)CC2)c1C,-4.1,-1,0,8,-2,?,48,60,7,-23
O=C(Nc1ccccc1)Nc1cc(S(=O)(=O)N2CCOCC2)ccc1N1CCCC1,-3.7,3,-6,0,12,-10,81,86,18,-33
Cc1ccc(NC(=O)COc2ccc3oc4c(c3c2)CCCC4)nc1,0.8,-15,0,1,0,-7,93,103,9,-35
O=[N+]([O-])c1cccc(-c2nc(-c3cccs3)c(-c3cccs3)[nH]2)c1,-1.6,-5,·,-4,5,-15,43,48,14,-31
COc1ccc(NC(=O)CN2CCN(Cc3ccc4c(c3)OCO4)CC2)cc1OC,-0.2,-4,0,1,11,14,89,96,6,6
Cc1nc(-c2cccnc2)sc1C(=O)Nc1ccc(F)cc1F,-1.3,-14,·,-1,5,3,105,95,25,-34
CCn1c(SCC(=O)NCc2ccc3c(c2)OCO3)nnc1-c1cccs1,-0.5,56,-2,4,-4,-3,100,94,10,-28

# With a hit mark in NPY Y2 blocker, among the entries above:
canonical_smiles | Yeast life ext | Phagocytosis inh | NPY Y2 blocker | GALR2 blocker | E-sel TNF inh | Measles CPE | BB579 growth dn
CC(/C=C1\SC(=S)N(NC(=O)c2ccc(C)cc2)C1=O)=C\c1ccccc1 | -15 | · | 19* | -14 | -13 | 4 | -15

# (next part)
SMILES,MRP-1 activ,Yeast life ext,Phagocytosis inh,NPY Y2 blocker,GALR2 blocker,E-sel TNF inh,bCat KO growth,HCT116 PTEN-null,Measles CPE,BB579 growth dn
Cn1c(=O)[nH]c(=O)c2c1nc(Br)n2CCSc1nc2ccccc2o1,-0.6,-3,-1,-1,0,-7,74,94,17,-21
Cc1nc2ccc(NC(=O)NCCCO)cc2s1,-2.1,-12,2,2,-21,17,108,101,12,-4
COc1ccc(S(=O)(=O)N(CCc2ccccc2)CC(=O)NC(C)C)cc1,-3.6,-12,-3,3,5,-3,99,84,18,-32
CCCCNC(=S)Nc1ccc([N+](=O)[O-])cc1,-4.5,-5,-4,2,5,·,41,24,39,17
Cc1ccsc1/C=C1\Oc2cc(OCC(=O)c3ccccc3)ccc2C1=O,0.9,1,-14,11,-4,42,86,89,4,-26
Cc1cc(C)c(-c2c(O)c3c(n(C)c2=O)CC(C)(C)CC3=O)c(C)c1,-0.5,5,-3,1,-20,·,92,91,16,-10
O=c1c2[nH]c3ccccc3c2ncn1Cc1cccnc1,-1.3,3,-1,2,0,9,91,109,6,-19
Cn1c(Cc2ccccc2)nnc1SCC(=O)NC1CCCCC1,-0.3,-16,-1,0,7,-6,97,84,14,-12
Cn1c(=O)c2c(ncn2CC(=O)OCC(=O)Nc2ccccc2Cl)n(C)c1=O,3.2,-1,-3,1,-5,-9,110,106,17,-34
COc1cc(Br)cc2cc(C(=O)NCC3CCCO3)c(=O)oc12 (stereo unspecified),-1.1,-10,·,1,-2,11,90,108,10,-46
COC(=O)c1ccc(C2C(C(=O)c3cc4ccccc4o3)=C(O)C(=O)N2CCCN(C)C)cc1 (stereo unspecified),-2.3,-5,-4,4,4,·,105,93,10,4
